From PubChem
LGR2 antag – inhibitors of bursicon-induced Drosophila LGR2 receptor cAMP signaling; inhibition, % at 9.99 µM; 0.35% of 380,000 active; HEK293 LGR2, CRE-luciferase, bursicon-stimulated, 4 h;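 active = drop in luminescence signal, shown as inhibition above about 50% in the replicate tests, limit read from the data, passing the limit was not always enough; inconclusive = probably only some replicates passing the limit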;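 note: agonist challenge used bursicon conditioned medium at about half maximal strength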
INS-1E GSIS act – primary screen for activators of insulin secretion dependent on glucose, INS-1E cells, GLuc reporter luminescence; INS-1E GLuc reporter insulin secretion, 2-3 h; AID 743287; activation, % at 16.6 µM; 0.61% of 370,000 active;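 active = lowest replicate activation of at least 40%, so every replicate reaches that level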;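 note: 0% = median of neutral control wells and 100% = median of IBMX positive control wells; some compounds called inactive have numbers as strong as hits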
PglD inh – inhibitors of Campylobacter jejuni PglD acetyltransferase; purified PglD enzyme, DTNB colorimetric CoA detection; inhibition, % at 12.5 µM; 0.098% of 360,000 active; AID 602405; in the data active = inhibition above about 16%, passing the limit was not always enough; inconclusive = no clear call, values can overlap the other calls; note: strong numbers were not always called active
PGC1a acetyl inh – modulators of PGC1a acetylation | U2OS PGC1a acetylation, AlphaScreen anti-acetyl-lysine; with virally co-expressed GCN5 acetyltransferase | inhibition, % at 15.6 µM | 0.17% of 350,000 active | AID 651687;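 active = every replicate shows inhibition of at least 40%; inconclusive = mean inhibition at least 40% but some replicate below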;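 note: 0% = neutral control wells and 100% = positive control wells; some results beyond the cut were filed as inactive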
ARNT-TACC3 inh – ARNT/TACC3 interaction disruption | AID 623870 | inhibition, % at 9.99 µM | 0.66% of 390,000 active | Q9Y6A5 | AlphaScreen His-ARNT PAS-B/GST-TACC3 binding, luminescence; TACC3 fragment carries E629A point mutation;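 active = mean inhibition of replicates at least 50% and at least half of replicates each reaching 50%; inconclusive = half or more replicates reach 50% but mean below 50%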;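 note: 0% = complete ARNT plus TACC3 wells and 100% = ARNT alone without TACC3; many hits fall short of the cut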
PAX8 inh HTS – PAX8 transcriptional activity inhibition. AID 652154. 1.2% of 360,000 active. inhibition, % at 12.6 µM. RMG-I TPO-luciferase reporter, SteadyGlo, 24 h;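 active = mean replicate inhibition at least 60% with every replicate also reaching 60%; inconclusive = only one of the two criteria is met; inactive = mean below 60% and not all replicates reaching 60%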;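 note: luciferase light reporting Pax8 driven TPO promoter activity; plate controls were median of neutral control wells for no effect and mitoxantrone controls for full effect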
C2C12 statin – suppressors of simvastatin-induced myotoxicity in C2C12 myotubes; ATP luminescence, 48 h; scaled: DMSO 0, geranylgeraniol control 100; rescue of ATP level, % at 7.49 µM; 0.78% of 330,000 active;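 active = mean ATP rescue above about 67%, or every replicate alone reaching that limit, limit read from the data, passing the limit was not always enough; inconclusive = no clear call, values can overlap the other calls; inactive = mean under the limit and some replicate under it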;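 note: myotubes were challenged with 10 µM simvastatin during compound exposure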
Cneo AK release – Cryptococcus neoformans lysis via adenylate kinase release. C. neoformans lysis, adenylate kinase release luminescence, 4 h; normalised: neutral wells 0, clomiphene wells 100. lysis activity, % at 15 µM. 0.2% of 360,000 active. AID 651654;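 active = mean lysis activity across replicates of at least 80%, whatever share of replicates individually reach that level; inactive = mean lysis activity below 80%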
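Test system: log-phase Cryptococcus neoformans yeast cells. Input: 5 × 10^6 yeast cells/mL. Medium: fresh YPD growth medium. Doses: single dose. Incubation: static 4 h at 37 °C with compound, 1 h detection. Measured by: luminescent adenylate kinase detection reagent. Read-out: signal increase indicating cell lysis. Benchmarks: Clomiphene.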
* = called active by the depositor; ? = inconclusive; . = no result given; & = joins results of further samples.

SMILES	LGR2 antag	INS-1E GSIS act	PglD inh	PGC1a acetyl inh	ARNT-TACC3 inh	PAX8 inh HTS	C2C12 statin	Cneo AK release
C[C@H](CO)N1C[C@H](C)[C@@H](CN(C)C(=O)NC2CCCCC2)Oc2cc(/C=C/c3ccccc3)ccc2S1(=O)=O	-11.1	-42.2	-0.2	5.8	0.2	26.1	3.6	14.8
CC(C)c1ccc(Nc2ncccc2C#N)cc1	.	.	0.1	11.9	19.5	.	-15.9	0.5
C[C@H](O)C#Cc1ccc([C@@H]2[C@@H](CO)N3CCCCN(C(=O)c4ccc(F)cc4)C[C@H]23)cc1	11.7	13.5	-2.4	-1.0	5.2	4.1	.	0.1
CO[C@@H]1CN(C)C(=O)c2cc(NC(=O)C3CCC3)ccc2OC[C@H](C)N(CC2CCCCC2)C[C@@H]1C	8.2	18.5	-1.7	-9.9	-0.6	-2.0	-0.3	15.5
C[C@H]1CN([C@@H](C)CO)C(=O)c2cc(C#Cc3ccccc3)cnc2O[C@@H]1CN(C)C(=O)C1CC1	-8.9	-11.6	3.3	-5.7	.	.	-5.9	3.1
CN(C)N1C(=O)CC(N2CCCC2)C1=O (configuration not stated)	10.5	11.5	.	12.3	-6.2	-3.2	-12.4	.
CCn1cc(C(=O)NCCCN2CCC(C)CC2)c(=O)c2cc(S(=O)(=O)N(C)C3CCCCC3)ccc21	11.0	-19.3	-1.4	-4.6	-1.9	-0.8	-10.7	3.5
COc1ccc(C)c2sc(=NC(=O)c3ccc(C(C)=O)cc3)n(C)c12	-84.0	7.1	.	.	4.7	-86.9	.	.
Cc1ccc(NC(=O)[C@@H]2CCCN2C(=O)[C@@H]2Cc3ccccc3CN2)c(C)c1	-48.7	-5.0	3.0	-6.4	1.7	-13.2	7.5	-1.1
O=C1CC(c2ccco2)CC2=C1C=Nc1ccccc1N2 (configuration not stated)	.	.	-4.2	14.0	15.9	.	13.8	-0.7
O=C(O)c1ccccc1-c1cccc2nncn12	7.7	-4.0	-3.1	.	.	-9.9	4.9	-0.8
CC1CN(CC(O)COC2CCC(C(C)(C)C)CC2)CC(C)O1 (configuration not stated)	6.5	5.5	.	2.2	2.4	17.3	.	.
COc1cc(OC)cc(C(=O)NC(=S)Nc2ccc(N3CCCC3)cc2)c1	-0.9	9.4	-1.9	4.5	-2.8	14.3	-14.2	2.1
CN1CCN(C(=O)C[C@H]2CC[C@@H]3[C@H](COC[C@H](O)CN3Cc3cccc(F)c3)O2)CC1	-11.4	5.6	-5.4	4.6	-4.4	-11.1	4.6	-0.5
S=C(NCCCc1cnc[nH]1)NCCCN(Cc1ccccc1)c1ccc(Br)cn1	-3.0	43.2	-5.1	.	.	19.0	-8.4	1.4
Cc1ccc(NS(=O)(=O)c2cccs2)nc1	4.7	16.0	-3.0	.	-0.5	.	-2.2	3.1
COC(=O)[C@H]1[C@H](CO)[C@H]2Cn3c(ccc(C4=CCCCC4)c3=O)[C@H]2N1CCC(F)(F)F	-4.2	-4.3	0.6	.	10.4	.	-10.7	53.2
CC1CCN(S(=O)(=O)c2ccc3c(c2)c(=O)c(C(=O)N2CCCCC2)cn3C)CC1	.	.	2.1	-5.8	-4.2	18.6	6.3	0.2
O=C(O)c1[nH]c2ccccc2c1C=NCc1ccccc1Cl	9.9	-18.6	-1.4	.	5.9	9.3	.	-2.0
COc1ccc(S(=O)(=O)O)cc1P(=O)(c1ccccc1)c1ccccc1	6.0	22.3	-0.6	2.2	0.4	-7.6	1.1	-2.0
CN(C)c1ccc(-n2cccc2/C=C2/SC(=Nc3ccc(F)cc3)NC2=O)cc1	8.9	-0.9	0.2	20.7	-2.5	.	-1.4	11.1
Cc1ccc(NC(=O)CCC(=O)OCC(=O)c2ccc(-c3ccccc3)cc2)cc1	-5.9	-7.9	-2.5	-6.7	-0.5	.	-11.9	3.6
CC(=O)N[C@@H](Cc1c[nH]c2ccccc12)C(=O)NC1CCCc2ccccc21 (some centres not stated)	2.4	-1.2	0.5	.	4.8	7.6	9.0	7.6
COC(=O)c1sc(S(=O)(=O)NCC(=O)O)c(C(=O)OC)c1C	17.8	7.8	3.7	5.7	-10.7	-4.5	15.6	6.1

Some entries already given, reduced to C2C12 statin and PglD inh.
smiles,C2C12 statin,PglD inh
COc1cc(OC)cc(C(=O)NC(=S)Nc2ccc(N3CCCC3)cc2)c1,-14.2,-1.9
S=C(NCCCc1cnc[nH]1)NCCCN(Cc1ccccc1)c1ccc(Br)cn1,-8.4,-5.1

(more compounds)
SMILES	LGR2 antag	INS-1E GSIS act	PglD inh	PGC1a acetyl inh	ARNT-TACC3 inh	PAX8 inh HTS	C2C12 statin	Cneo AK release
C[C@@H]1CN([C@H](C)CO)C(=O)c2cc(NC(=O)NC3CCCCC3)ccc2O[C@@H](C)CCCCO[C@@H]1CN(C)Cc1ccc(C(F)(F)F)cc1	5.1	-10.5	0.4	11.7	-2.3	-24.8	.	-0.1
Cn1c2ccccc2c(=O)c2ccc(NCc3ccc4c(c3)OCO4)cc21	-42.5	1.9	-3.2	10.1	-2.8	-85.8	0.5	-0.7
COc1ccc(NC(=O)Nc2ccc3c(c2)CC(=O)N([C@@H](C)CO)C[C@H](C)[C@H](CN(C)C(=O)Nc2ccccc2)O3)cc1	8.5	-18.8	0.4	-4.7	0.0	8.3	-1.9	-0.1
O=C(CN1C(=O)c2cccc([N+](=O)[O-])c2C1=O)N1CCc2ccccc2C1	6.1	-8.0	1.4	.	.	-3.3	2.8	-0.7
O=C(NCCN1CCOCC1)c1ccc(Cl)c(S(=O)(=O)N2CCCC2)c1	8.0	65.8	2.2	2.2	4.8	18.4	.	-0.5
CC1(c2nnc(-c3ccncc3)o2)CC(c2ccc([N+](=O)[O-])cc2)=NO1 (configuration not stated)	10.7	.	-4.1	.	-1.9	10.1	24.5	2.1
O=C(O)c1ccc(N2CC3CC(C2)c2cccc(=O)n2C3)c(NC(=S)Nc2ccc(Br)cc2)c1 (configuration not stated)	-22.5	-24.8	-9.9	12.1	.	-6.7	8.5	0.1
COc1ccc(C)cc1NC(=O)NNC(=O)c1ccoc1C	-13.5	2.1	2.6	-7.0	-3.7	.	3.2	6.4
COc1cccc(CNC(=O)c2ccc(CS(=O)Cc3ccccc3Cl)o2)c1 (configuration not stated)	15.7	-13.6	-2.7	.	.	18.7	13.0	0.2
COCC(=O)N1CCC(Oc2ccc(C(=O)N3C[C@@H](C)O[C@@H](C)C3)cc2)CC1	3.4	13.2	-0.3	.	-0.3	-10.1	.	20.0
C=CCN(CC=C)S(=O)(=O)c1ncn[nH]1	.	.	2.2	-1.1	-4.8	.	6.7	-5.0
O=C(NCc1ccco1)c1cnn2c1NC(c1ccc(Br)cc1)CC2C(F)(F)F (configuration not stated)	.	.	-3.1	0.7	-2.2	.	.	0.0
CN(Cc1ccc(Cl)cc1Cl)C(=O)CN1C(=O)NC2(CCCC2)C1=O	10.8	17.2	2.9	.	-32.3	7.7	-2.8	-1.5
C[C@H](CO)N1C[C@H](C)[C@@H](CN(C)C(=O)Nc2ccccc2)Oc2c(NC(=O)C3CCOCC3)cccc2C1=O	-10.5	10.7	-2.0	-1.1	-5.4	12.5	-16.2	-2.7
Cc1ccccc1NC(=O)Cc1nc(COC(=O)/C=C/c2ccccc2)cs1	-2.8	1.2	.	13.2	-2.3	-6.3	.	.
O=C(Nc1ccc2c(c1)[C@@H]1C[C@@H](CC(=O)N3CCOCC3)O[C@@H](CO)[C@@H]1O2)NC1CCCC1	-10.4	-5.3&-7.5	-5.8&1.7	5.2&6.8	-8.9	30.6&-10.3	-4.9&4.2	-0.6&-12.7
Cc1noc(C)c1NC(=O)NCC[C@H]1CC[C@H](NC(=O)c2ccc(F)cc2)[C@@H](CO)O1	16.2	9.0	-6.6	1.2	1.4	-8.6	2.0	0.4
O=C(Cc1ccncc1)N1CC[C@@H]2[C@H](CO)Nc3ccc(-c4ccccc4F)cc3[C@@H]21	-3.3	6.2	0.0	-15.5	-2.0	-64.4	1.4	72.7
O=C(Nc1ccc(C(=O)N2CCOCC2)cc1)Nc1cccc(Cl)c1	20.7	-10.6	24.6*	-1.5	9.6	-131.4	.	29.3
O=C(Nc1nnc([C@H]2C[C@H](O)[C@@H](CO)O2)s1)NC(c1ccccc1)c1ccccc1	-16.1	-2.9	-3.8	-6.6	.	3.4	-2.9	-3.0
Cc1noc(C)c1S(=O)(=O)Nc1ccc2c(c1)C(=O)N([C@@H](C)CO)C[C@@H](C)[C@H](CN(C)C(=O)NC(C)C)O2	3.0	2.5	0.0	0.1	-0.6	.	.	-2.1
COC(=O)c1cc(NC(=O)c2ccccc2)c(=O)oc1/C=C/Nc1ccc(Oc2ccccc2)cc1	7.8	2.2	.	.	2.1	-22.1	.	.
C/C=C/c1ccc2c(c1)O[C@H](CN(C)Cc1ccccn1)[C@@H](C)CN([C@@H](C)CO)S2(=O)=O	1.2	59.7	-0.3	4.7	2.0	17.7	-22.8	-1.2
Cc1ccc(-n2c(C)nnc2SCC(=O)Nc2ccccc2)cc1	.	.	-1.2	-6.4	.	12.8	.	-0.9

Individual results from the results shown:
INS-1E GSIS act with Cc1noc(C)c1S(=O)(=O)Nc1ccc2c(c1)C(=O)N([C@@H](C)CO)C[C@@H](C)[C@H](CN(C)C(=O)NC(C)C)O2 reads 2.5
PglD inh with Cc1ccc(-n2c(C)nnc2SCC(=O)Nc2ccccc2)cc1 reads -1.2

The list continues:
SMILES	LGR2 antag	INS-1E GSIS act	PglD inh	PGC1a acetyl inh	ARNT-TACC3 inh	PAX8 inh HTS	C2C12 statin	Cneo AK release
C[C@@H]1CN([C@H](C)CO)C(=O)c2cccc(NC(=O)Nc3ccc(F)cc3)c2O[C@H]1CN(C)S(C)(=O)=O	-5.3	19.3	2.2	-16.6	.	-7.9	29.3	-12.6
COCCNC(=O)C1CCCN(S(=O)(=O)c2ccc3c(c2)CC(C)N3C(=O)C2CC2)C1 (configuration not stated)	-15.3	16.4	-0.1	-7.4	-0.5	-8.9	2.0	-2.3
COc1ccccc1-c1cc2ccccc2[nH]1	.	-12.6	-3.8	-15.0	-1.7	.	-1.0	-1.0
CCC(=O)Nc1cc2nn(-c3ccc(OC)cc3)nc2cc1C	?	107.8*	1.1	.	-23.0	.	1.3	-1.7
COc1cccc2cc(C(C)N(CCCN3CCOCC3)C(=S)Nc3ccc(C)c(C)c3)oc12 (configuration not stated)	18.4	.	1.0	-10.5	-0.5	0.7	.	2.3
CCCN=C(C)c1c(-c2ccccc2)[nH]n(-c2nc3ccccc3s2)c1=O	.	.	-1.2	1.0	-2.2	.	-1.0	-1.2
Cc1cc(C(F)(F)F)n2nc(-c3cccs3)cc2n1	-51.5	-1.5	.	.	-1.3	-44.3	8.0	.
Cc1ccc(Cn2c(SCC(C)C)nc3c2c(=O)n(C)c(=O)n3C)cc1	.	.	2.4	8.0	-4.1	23.1	8.3	-2.4
C[C@@H]1CN([C@H](C)CO)C(=O)c2cccc(NC(=O)c3ccc(-c4nccs4)cc3)c2O[C@@H]1CN(C)C	-5.9	20.6	1.6	-4.3	-3.5	2.7	-3.7	-4.4
O=C(N/C(=C\c1ccco1)C(=O)N1CCCC1)c1cccs1	13.7	6.2	-4.8	5.1	3.6	.	4.5	-2.4
COc1ccc(NC(=O)N2CCCCN3[C@H](C2)[C@H](c2ccc(C#CCC(C)C)cc2)[C@@H]3CO)cc1	8.8	-12.5	17.2	2.4	0.4	-4.9	21.3	-2.3
COc1ccc(/C=N/NC(=O)C2CC2)c(OC)c1OC	-9.3	12.6	-1.6	.	-0.9	-11.9	5.2	-0.5
